# Compound activity (PubChem BioAssay)
# GAA spleen mod: lysosomal alpha-glucosidase (human) modulation | P10253 | human spleen homogenate, 4-MU-alpha-glucoside fluorescence | Potency, µM (highest dose often 79.9 µM), for inactives: at the highest dose activity change, negative = inhibition, hits mostly inhibitors | 0.006% of 240,000 active;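 further: potency means the concentration at half of the fitted maximal effect; 0% = enzyme with vehicle and -100% = no enzyme basal signal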
#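 Human spleen homogenate (1 ug) with 4-methylumbelliferyl-alpha-D-glucopyranoside (1 mM final) in 50 mM citrate/phosphate pH 5.0, 0.01% Tween-20; 40 min at 37 C. Stopped at pH 10; 4-MU fluorescence Ex 365/Em 440 nm; AC50 by Hill fit.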
# HttQ103 aggreg: mutant huntingtin aggregation inhibition; PC12 HttQ103-GFP aggregates, Acumen cytometry, 40 h; 1.1% of 220,000 active; Potency, µM (titrated, usually from 46.1 µM), for inactives: at the highest dose activity change, negative = inhibition, most hits filed as inhibitors; further: potency means the concentration at half of the fitted maximal effect; on the % scale 0 is the no-effect control and ±100 the full control effect; nearly all actives have a fitted effect of over 60% in size
#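 Read-out: GFP aggregate count by laser scanning cytometer (488 nm excitation, 500-530 nm emission, 1–25 µm objects >6 SD above background). Cells: PC12, inducible HTTex1-Q103-GFP, 100 nM tebufenozide; compounds titrated.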
# CBFb RUNX1 block: inhibitors of human CBF-beta and RUNX1 interaction | Q01196+Q13951 | AlphaScreen CBFb-His/RUNX1-biotin binding, biochemical | Potency, µM (doses to about 59.8 µM), for the others: at the top dose activity, negative = inhibition, actives largely listed as inhibitors | 230,000 tested, under 10 active; further: % of control where 0% means no effect
# Target sequence (Q01196 whole entry, looked up): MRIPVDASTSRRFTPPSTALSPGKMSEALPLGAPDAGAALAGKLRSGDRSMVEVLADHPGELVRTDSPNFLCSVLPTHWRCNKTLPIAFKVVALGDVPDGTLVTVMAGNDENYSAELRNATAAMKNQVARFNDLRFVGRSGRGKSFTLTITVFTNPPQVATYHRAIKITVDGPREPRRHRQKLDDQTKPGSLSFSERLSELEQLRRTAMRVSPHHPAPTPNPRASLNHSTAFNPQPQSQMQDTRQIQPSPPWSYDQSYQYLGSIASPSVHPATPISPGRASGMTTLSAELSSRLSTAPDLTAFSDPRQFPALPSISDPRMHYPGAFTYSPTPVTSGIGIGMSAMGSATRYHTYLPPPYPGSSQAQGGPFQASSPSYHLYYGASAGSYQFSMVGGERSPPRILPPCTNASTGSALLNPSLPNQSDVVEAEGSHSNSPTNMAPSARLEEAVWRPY
# Target sequence (Q13951 whole entry, looked up): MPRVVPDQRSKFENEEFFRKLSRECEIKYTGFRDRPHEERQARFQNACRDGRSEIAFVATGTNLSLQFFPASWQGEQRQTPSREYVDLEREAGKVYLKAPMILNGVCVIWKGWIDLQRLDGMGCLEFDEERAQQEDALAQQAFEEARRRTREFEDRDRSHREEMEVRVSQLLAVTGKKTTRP
#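 Room-temperature protein-protein interaction test with 30 nM each of His-tagged CBF-beta and biotinylated RUNX1, 15 min with compound, then 90 min with nickel plus streptavidin beads. Signal read in AlphaScreen mode.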
# HTT ATP protect: cytoprotection in Huntington HTT-Q103 PC12 cell model. 0.14% of 230,000 active. Potency, µM (titrated, usually from 56.4 µM), for inactives: cytoprotection (ATP increase), usual class: activators. PC12 HTT-Q103 induced, cytoprotection, ATP luminescence, 40 h;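 further: potency means the concentration at half of the fitted maximal effect; % of control where 0% means no effect; nearly all actives have a fitted effect of over 45% in size; toxic huntingtin expression switched on by the ecdysone agonist tebufenozide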
#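 PC12 cells stably carrying ecdysone-inducible Htt exon 1 (Q103)–GFP were induced with 100 nM tebufenozide (final) alongside library compounds in a dose series. Cytoprotection was scored as retained ATP by ATPlite luminescence.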
# GAA inhib: inhibitors of human lysosomal alpha-glucosidase | 0.005% of 200,000 active | purified human GAA, 4-MU-alpha-glucoside fluorescence | Potency, µM (doses to about 76.9 µM), inactives show at the highest dose activity change, negative = inhibition, actives largely listed as inhibitors | P10253;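 further: potency means the concentration at half of the fitted maximal effect; plate controls were uninhibited enzyme wells for no effect and no-enzyme background for full effect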
#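 Compounds are titrated up to 77 uM against 4 nM human enzyme. Substrate 4-methylumbelliferyl-alpha-D-pyranoside (400 uM) reacts 20 min at room temperature in pH 5.0 buffer; liberated 4-methylumbelliferone is read at 440 nm.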
# GAA glycogen mod: inhibitors or activators of human alpha-glucosidase glycogen cleavage | recombinant GAA, glycogen substrate, Amplex Red glucose oxidase fluorescence | AID 2100 | Potency, µM (titrated, usually from 76.4 µM), without a hit: at the highest dose activity change, negative = inhibition, most hits filed as inhibitors | 0.38% of 300,000 active;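 further: potency means the concentration at half of the fitted maximal effect; 0% = full enzyme reaction and -100% = no-enzyme basal signal; the screen sought inhibitors and activators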
#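 Recombinant enzyme (4 nM final) with compounds titrated up to 77 uM and bovine liver glycogen (30 ug) in citrate pH 5.0, 0.01% Tween-20, 37 C 40 min. Released glucose detected by Amplex Red/glucose oxidase (Ex 573/Em 610); AC50 from Hill fits.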
# LMNA splice mod: LMNA splicing modulation; 0.01% of 200,000 active; Potency, µM (titrated, usually from 46.1 µM), inactives show at the top dose ratio change, negative = inhibition, actives largely listed as inhibitors; AID 1487; HeLa LMNA splicing GFP/RFP minigene ratio, 48 h; active means well fitted inhibition curve with a large enough effect in the signal ratio, with a control signal flat, not every such curve was filed as active; inconclusive means small, poorly fitted or top-dose-only effect, or effect the other way, or a change in a side signal; the % refers to the signal ratio; further: potency means the concentration at half of the fitted maximal effect; on the % scale 0 is the no-effect control and ±100 the full control effect
#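 S3 HeLa stable clones carrying a lamin A-EGFP splicing minigene plus DsRed2 were seeded at 600 cells/well in Opti-MEM with 2% FBS, pin-dosed and incubated 48 h at 37°C. Acumen cytometry (488 nm) gave the GFP/RFP total-intensity ratio.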
# An asterisk follows results filed as active; ? = inconclusive; . = no result given; & = joins results of further samples; [ ] = another dose, or the depositor's remark. Unless noted, the call rests on the fitted dose curve; in most records, active means well fitted curve in the direction sought with a large enough effect; inconclusive means small, poorly fitted or top-dose-only effect, or another doubt; inactive means no such curve, though single readings can be large; an effect the other way counts as inactive or inconclusive.
SMILES,GAA spleen mod,HttQ103 aggreg,CBFb RUNX1 block,HTT ATP protect,GAA inhib,GAA glycogen mod,LMNA splice mod
Cc1cc(C)cc(OC(=O)CCN2C(=O)C3C4C=CC(C5CC45)C3C2=O)c1 (centres undefined),-2%,8%[9.22 µM],4%,-5%[10 µM],?,4%,5%[46 µM]
CCC(C)[C@H](NC(=O)Nc1ccc2c(c1)OCCO2)C(=O)O (some centres undefined),5%,9%,4%,-9%[0.074 µM],0%,5%,0%
O=Cc1ccc2noc(-c3ccc(F)cc3)c2c1,-13%,-28%,1%,5%,-4%,-2%,-16%
O=[N+]([O-])c1cc(S(=O)(=O)N2CCCCC2)ccc1NCCCN1CCOCC1,.,-22%,8%,-42%[inhibitor],2%,-3%,9%[9.22 µM]
Cc1ccc(C)c(S(=O)(=O)N2CCN(C(C)C(=O)Nc3ccccc3-c3ccccc3)CC2)c1 (centres undefined),-10%,-20%,-5%,0%[10 µM],-10%,-3%,?
O=C(O)COc1ccc(Cl)cc1CO,-7%,13%,5%,0%,-10%,-5%,1%
O=C(CN1CCOCC1)OCCCC1CCCCC1,-10%,10%,3%,-18%[0.074 µM],4%,-4%,12%[0.0737 µM]
Cc1cc(C(=O)Nc2ccc(F)cc2C)n(-c2ccccc2)n1,-10%,8%[9.22 µM],13%,6%[10 µM],.,1%,.
COc1cc(OC)cc(-c2nnc(SCC(=O)N3CCCC3)o2)c1,0%,0%,-5%,18%,4%,-7%,-1%
Cn1c(-c2c(N)n(-c3ccccc3)c3nc4ccccc4nc23)nc2ccccc21,1%,14%,-5%,-12%[10 µM],6%,1%,-3%
Cc1ccccc1-c1nnc(NC(=O)c2cc3ccccc3oc2=O)s1,-1%,-13%,3%,.,-1%[15.4 µM],3%,-4%
Cc1ccc(NC(=O)/C=C\C(=O)NCC(=O)O)cc1,0%,9%[9.22 µM],-2%,-25%,5%,-1%,8%[9.22 µM]
CC(OC(=O)c1ccccc1NCc1ccco1)C(=O)Nc1ncc(Cl)cc1Cl (centres undefined),7%,-10%,6%,-18%,?,-5%,7%
Cc1nc2cc(-c3ccsc3-n3c(C)ccc3C)[nH]n2c(=O)c1Cl,2%,20%,?,11%,7%,7%,11%
CC(C)Cc1nc2oc3c(=O)[nH]cnc3c2c2c1CCCC2,2%,11%,3%,.,-5%,-12%,-4%
Cc1nn(C)c(Nc2ccc(Br)cc2)c1Br,-8%,?,-1%,-4%[10 µM],-2%,-30%,.
O=C(COc1ccccc1F)NCC(c1ccco1)N1CCCC1 (centres undefined),4%,-10%,3%,22%[10 µM],3%,-4%,-3%[46 µM]
O=C(NCc1nc2ccccc2[nH]1)c1ccc(Cl)c(S(=O)(=O)N2CCCC2)c1,6%,-9%,-1%,4%[10 µM],4%,-6%,-10%
Cc1ccc(C(=O)O/N=C(/c2nonc2N)N(C)C)cc1,-6%,-4%,6%,-19%,-5%,3%,13%
O=C1OCC2=C1C(c1ccc(Cl)cc1)CC(=O)N2c1ccc(F)cc1 (centres undefined),.,15%,6%,-15%,-1%,-3%,20%[9.22 µM]
Cc1ccc(CNC(=O)COC(=O)c2c(C)noc2C)cc1,9%,-6%,7%,-4%[10 µM],1%,5%,10%
CCN(CC)S(=O)(=O)c1ccc(C)c(NC(=O)c2cc(C)oc2C)c1,5%,8%,-4%,.,-13%,-16%,.
Cc1ccc(S(=O)(=O)N2CCCC2C(=O)Nn2cnnc2)cc1 (centres undefined),-1%,18%,4%,-1%,?,6%,2%
CN(C)C(=S)Nc1ccc(N2CCOCC2)cc1,-5%,-5%[9.22 µM],-4%,12%[10 µM],-3%[15.4 µM],?,.
CN(C)S(=O)(=O)c1cccc(NC(=O)COC(=O)CNC(=O)c2ccccc2F)c1,-3%,-16%[9.22 µM],4%,12%[10 µM],.,1%,.
O=c1cc(C(F)F)oc2c1ccc1ccccc12,-3%,?,3%,-5%,-1%,1%,27%
Fc1ccccc1NC(=S)N1CCC(c2ccccc2)C1 (centres undefined),2%,-8%,8%,-57%[inhibitor],-9%,-9%,-2%[46 µM]
Cc1ccc(-n2c(-c3ccco3)nc3c(cnn3-c3ccc(C)cc3)c2=O)cc1,-4%,3%,-2%,-34%,-7%,-14%[76.3 µM],-3%
O=S(=O)(CC(CN1CCCC1)N1CCCC1)c1ccc2ccccc2c1 (centres undefined),-15%,?,-6%,?,1%,1%,?
O=C(CSc1nnc(-c2ccncc2)n1-c1ccccc1)N1CCN(c2ccc(Cl)cc2)CC1,-1%,5%,0%,-19%,-4%,5%,8%
NC(=O)[C@@H]1[C@@H]2C(=O)N(c3ccc(F)cc3)C(=O)[C@@H]2[C@H]2C=Cc3ccccc3N21,2%,-31%[9.22 µM],-16%,5%[10 µM],-5%[15.4 µM],19%,-17%[46 µM]
S=c1[nH]ncc2ccccc12,6%,6%,3%,19%[0.074 µM],-3%,-17%,4%
Cc1ccc(-c2nnc3c(C(F)(F)F)nc4ccccc4n23)cc1,2%,-3%,11%,28%[10 µM],-5%,-4%,-16%
O=C(c1ccc(Cl)c(Cl)c1)N(Cc1ccco1)c1ccc(O)cc1,-3%,?,-8%,4%[0.074 µM],-4%,-2%,?
C=CCn1c(C)cc(C(=O)COC(=O)/C=C/c2cccc(OC)c2)c1C,-6%,-1%,-10%,-32%[inhibitor],-9%,-6%,7%[9.22 µM]
CS(=O)(=O)N1CCC(C(=O)Nc2ccccc2F)CC1,-3%,-5%,1%,3%,-1%,-8%,3%
O=C(NCC1CC1)C1CCCN(S(=O)(=O)c2ccc(-n3cnnn3)cc2)C1 (centres undefined),-11%,2%[9.22 µM],10%,11%,-3%,-11%,9%
Cc1cc(C(F)F)n2nc(C(=O)Nc3ccc(F)cc3F)nc2n1,-2%,-3%,2%,-6%,-1%,4%,4%
CCN(CC)C(=O)CC(c1ccc(N(C)C)cc1)c1c(O)cc(OC)cc1OC (centres undefined),-16%&-9%,1%[9.22 µM],?,11%[10 µM],.,13%,.
CCC(C)NC(=O)CSC1=Nc2ccccc2C2=NC(CC(=O)NCc3ccc(F)cc3)C(=O)N12 (centres undefined),-2%,2%,5%,8%,?,-11%,3%

# Structures above that have a COOH group (3):
SMILES,GAA spleen mod,HttQ103 aggreg,CBFb RUNX1 block,HTT ATP protect,GAA inhib,GAA glycogen mod,LMNA splice mod
CCC(C)[C@H](NC(=O)Nc1ccc2c(c1)OCCO2)C(=O)O (some centres undefined),5%,9%,4%,-9%[0.074 µM],0%,5%,0%
O=C(O)COc1ccc(Cl)cc1CO,-7%,13%,5%,0%,-10%,-5%,1%
Cc1ccc(NC(=O)/C=C\C(=O)NCC(=O)O)cc1,0%,9%[9.22 µM],-2%,-25%,5%,-1%,8%[9.22 µM]

# Other structures
SMILES,GAA spleen mod,HttQ103 aggreg,CBFb RUNX1 block,HTT ATP protect,GAA inhib,GAA glycogen mod,LMNA splice mod
Cc1cccc(C2Nc3ccccc3C(=O)N2c2ccc(F)cc2)n1 (centres undefined),-1%,?,9%,-77%[inhibitor][10 µM],8%,0%,-8%
CC(C)(C)NC(=O)C(c1ccc(F)cc1)N(CCc1ccccc1)C(=O)c1ccn[nH]1 (centres undefined),7%,5%[9.22 µM],5%,11%[10 µM],6%,16%,10%[46 µM]
COCCN(CCOC)C(=O)N1CCOCC1,10%,0%[9.22 µM],1%,17%[10 µM],.,3%,.
COc1cc2nc(=S)n3[nH]c(CCn4nc(C)cc4C)nc3c2cc1OC,4%,?,-3%,-50%[inhibitor][10 µM],-4%,-4%,-2%
CC[N+](C)(CC)CCOC(=O)C1c2ccccc2Oc2ccccc21,3%[29.1 µM],-1%,0%[21.7 µM],-64%[inhibitor],.,.,?
CCN(CC)c1ccc(N2C(=O)/C(=C\c3cccs3)SC2=S)cc1,-5%,-1%,-1%,25%,-4%,-1%,4%
CN1CCN(S(=O)(=O)c2ccc3c4c(cccc24)C(=O)N3)CC1,-6%,-4%,6%,-12%,1%,7%,-5%
Cc1ccc([N+](=O)[O-])cc1NC1OC(CO)C(O)C1O (centres undefined),-4%,-18%,8%,31%[10 µM],2%[15.4 µM],5%,?
NC(=O)CC[C@@H]1NC(=O)C(Cc2ccc(O)cc2)NC(=O)c2cc([N+](=O)[O-])cc(F)c2NCCC[C@@H](C(N)=O)NC1=O (some centres undefined),-4%,7%,4%[2.36 µM],.,1%,7%,-2%
COc1ccc(C(=O)Cn2nc(CNc3ccc(Br)cc3)[n+]3c2CCCCC3)cc1,1%,-20%,-3%,-1%[10 µM],-8%,-14%,?
O=C(CCCOc1ccc(Cl)cc1)Nc1cccc(C(=O)O)c1,8%,-4%[9.22 µM],3%,-15%[10 µM],13%,-1%,11%[46 µM]
CC(C)c1ccc(CC(NC(=O)c2ccccc2)C(=O)NCC(=O)O)cc1 (centres undefined),-3%,25%,4%,.,-5%,-18%,-3%[46 µM]
Clc1cccc(Cl)c1C1=NOC(c2nnc(-c3ccccc3)o2)C1 (centres undefined),0%,26%[9.22 µM],-1%,19%[10 µM],.,-7%,.
CC(C)C(NC(=O)c1ccccc1F)C(=O)OCC(=O)c1ccc(F)cc1 (centres undefined),6%,-5%,4%,-26%,?,1%,?
O=C(c1ccc(Cl)cc1)[C@@H]1[C@@H]2C(=O)N(c3ccccc3)C(=O)[C@@H]2C2c3ccccc3C=NN21 (some centres undefined),-4%,-2%,-15%,-22%[10 µM],-5%,-16%,-3%
COC(=O)c1c(NC(=O)CN2CCOCC2)sc2c1CCC(C)C2 (centres undefined),8%,?,6%,-30%,-6%,-2%,?
Cn1c(COc2ccccc2)nnc1SCc1nc2ccccc2[nH]1,3%,-1%,3%,9%,0%,1%,5%
CN(C)c1nc(-c2ccccc2)nc(-c2ccc(Cl)cc2)c1C#N,-21%,16%,2%,10%,2%,16%,0%
COc1ccc(-n2c(Cn3nnc4ccccc43)nnc2SCC(=O)O)cc1,-5%,9%,-1%,-17%,-6%,0%,4%
CCC(CC)NC(=O)COC(=O)CCC(=O)c1cccs1,-7%,19%,0%,5%[10 µM],0%,24%,-7%
